From PubChem BioAssay
IMPase Li inh – IMPase inhibition in cells with lithium potentiation; hit rate 0.35% among 210,000; Potency, µM (series often up to 59.4 µM), for inactives: at the highest dose activity, negative = IMPase inhibition, most hits filed as inhibitors; CHO-M1 cells, IP1 TR-FRET (IP-One), carbachol + lithium; AID 1457;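 note: IP1 builds up when IMPase is blocked and the TR-FRET signal falls; plate controls were basal vehicle for no effect and high inhibitor control for full effect; nearly all actives have a fitted effect of over 50% in size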
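Concentration–response in CHO-M1 cells, lithium-potentiated; 30 min at 37C. IP1 detected by competitive TR-FRET after 10 min lysis at RT. Hill-fitted AC50.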
GAA glycogen – alters human alpha-glucosidase cleavage of glycogen | recombinant GAA, glycogen substrate, Amplex Red glucose oxidase fluorescence | AID 2100 | hit rate 0.38% among 300,000 | Potency, µM (titrated, usually from 76.4 µM), for the others: at the highest dose activity change, negative = inhibition, actives largely listed as inhibitors;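 note: 0% = full enzyme reaction and -100% = no-enzyme basal signal; the screen sought inhibitors and activators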
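Recombinant enzyme (4 nM final) with compounds titrated up to 77 uM and bovine liver glycogen (30 ug) in citrate pH 5.0, 0.01% Tween-20, 37 C 40 min. Released glucose detected by Amplex Red/glucose oxidase (Ex 573/Em 610); AC50 from Hill fits.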
aGlu spleen mod – lysosomal alpha-glucosidase (human) modulation | P10253 | hit rate 0.006% among 240,000 | AID 2112 | human spleen homogenate, 4-MU-alpha-glucoside fluorescence | Potency, µM (highest dose often 79.9 µM), for the others: at the top dose activity change, negative = inhibition, hits mostly inhibitors;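 note: 0% = enzyme with vehicle and -100% = no enzyme basal signal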
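Human spleen homogenate (1 ug) incubated with compounds and 1 mM 4-methylumbelliferyl-alpha-D-glucopyranoside in pH 5.0 citrate/phosphate buffer, 37 C, 40 min. Stopped at pH 10; 4-MU fluorescence (Ex 365/Em 440 nm); AC50 by Hill fit.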
GAA inh – blocks human lysosomal alpha-glucosidase. P10253. purified human GAA, 4-MU-alpha-glucoside fluorescence. Potency, µM (titrated, usually from 76.9 µM), for the others: at the highest dose activity change, negative = inhibition, actives largely listed as inhibitors. hit rate 0.005% among 200,000. AID 1466;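 note: plate controls were uninhibited enzyme wells for no effect and no-enzyme background for full effect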
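Compounds are titrated up to 77 uM against 4 nM human enzyme. Substrate 4-methylumbelliferyl-alpha-D-pyranoside (400 uM) reacts 20 min at room temperature in pH 5.0 buffer; liberated 4-methylumbelliferone is read at 440 nm.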
HTT aggregate – mutant huntingtin aggregation inhibition | PC12 HttQ103-GFP aggregates, Acumen cytometry, 40 h | Potency, µM (highest dose often 46.1 µM), inactives show at the highest dose activity change, negative = inhibition, usual class: inhibitors | hit rate 1.1% among 220,000; note: % is set by controls: 0 for no effect and ±100 for the full control effect; nearly all actives have a fitted effect of over 60% in size
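PC12 cells with ecdysone-inducible HTT exon1 Q103-GFP, induced by 100 nM tebufenozide, given compounds in a concentration series. GFP aggregates (1–25 um, 6 SD above background) counted in lysates by laser-scanning cytometry, 488 nm excitation.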
HTT cytoprotect – protects HTT-Q103 PC12 cells, measured by ATP; PC12 HTT-Q103 induced, cytoprotection, ATP luminescence, 40 h; Potency, µM (doses to about 56.4 µM), inactives show cytoprotection (ATP increase), actives largely listed as activators; hit rate 0.14% among 230,000; AID 1471;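 note: % of control where 0% means no effect; nearly all actives have a fitted effect of over 45% in size; toxic huntingtin expression switched on by the ecdysone agonist tebufenozide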
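Cells were plated at 1500 per well in phenol red-free DMEM with 5% equine and 5% calf serum. Tebufenozide (100 nM final) and compounds were added, then ATPlite reagent, and luminescence was read.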
GoLoco inh red – RGS12 GoLoco-Gai1 interaction inhibition. hit rate 0.44% among 230,000. Gai1:RGS12 GoLoco peptide FP, rhodamine, 10 min. Potency, µM (series often up to 61.6 µM), for inactives: at the highest dose activity, negative = inhibition, hits mostly inhibitors. AID 880; active = well fitted inhibition curve with a large enough effect, not every such curve was filed as active; inactive = no such curve, though single readings can be large or run the other way; note: % is set by controls: 0 for no effect and ±100 for the full control effect; nearly all actives have a fitted effect of over 30% in size; many of its hits are not listed in these tables
Target sequence (P63096 whole entry, looked up): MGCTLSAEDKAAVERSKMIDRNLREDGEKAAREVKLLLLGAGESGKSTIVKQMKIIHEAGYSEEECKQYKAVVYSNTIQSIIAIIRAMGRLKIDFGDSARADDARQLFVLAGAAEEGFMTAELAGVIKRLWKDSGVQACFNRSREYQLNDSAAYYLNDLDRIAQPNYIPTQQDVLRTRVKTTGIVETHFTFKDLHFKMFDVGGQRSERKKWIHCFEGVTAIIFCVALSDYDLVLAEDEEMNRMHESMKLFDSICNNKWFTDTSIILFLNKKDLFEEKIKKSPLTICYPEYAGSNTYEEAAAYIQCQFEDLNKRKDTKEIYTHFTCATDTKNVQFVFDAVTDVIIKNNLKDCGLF
Active calls of the source: *; ? = inconclusive; . = not tested or not shown; & = joins results of further samples; [ ] = another dose, or the depositor's remark. Unless noted, calls come from the whole dose curve; as a rule, active = well fitted curve in the direction sought with a large enough effect; inconclusive = small, poorly fitted or top-dose-only effect, or another doubt; inactive = no such curve, though single readings can be large; an effect the other way counts as inactive or inconclusive. Potency is the fitted concentration of half-maximal effect. The list is partial. The share of hits here may be higher or lower than overall.

SMILES	IMPase Li inh	GAA glycogen	aGlu spleen mod	GAA inh	HTT aggregate	HTT cytoprotect	GoLoco inh red
CCSc1nc(C)c(C)c(=O)[nH]1	.	-10%	-1%	.	16%[9.22 µM]	22%[10 µM]	9%
CCOC1CC(C)(C)NC(=S)N1 (centres undefined)	-1%	-2%	2%	1%	17%	.	-1%
Cc1ccc2nc3nc(NCC4CCCO4)c(C(=O)NC4CCCCC4)cc3c(=O)n2c1 (centres undefined)	10%	-10%	-4%	?	2%[9.22 µM]	-6%[10 µM]	5%
O=C(CCc1nnc(C2CCCCC2)o1)N1CCN(c2ccccc2F)CC1	4%	-6%	4%	.	27%[9.22 µM]	-1%[10 µM]	-5%
Cc1ccccc1CS(=O)(=O)CCC(=O)NCCCN1CCN(c2ccccc2F)CC1	3%[38.3 µM]	5%	-2%	-3%	0%	14%	0%
O=C1CC(c2ccc(S(=O)(=O)N3CCN(c4ccccc4)CC3)cc2)CN1 (centres undefined)	2%[38.3 µM]	0%	-6%	2%	14%	23%[10 µM]	-1%
Clc1cccc(-c2ccc(C=Nc3ccc(N4CCOCC4)cc3)o2)c1	-14%	-3%	-2%	3%	-5%	-1%[10 µM]	-11%
Cc1cc(C(=O)N/N=C/C(Cl)=C/c2ccccc2)c(C)o1	.	0%	-8%	.	6%[9.22 µM]	-1%[10 µM]	8%
COc1ccc(/C=N/NC(=O)c2ccc(O)cc2O)cc1CSc1ccccn1	13%	-12%	-6%	-4%	-13%	5%[10 µM]	11%
C/C(CC(=O)NC1CCCC1)=N\NC(=O)C1CCCCC1	-2%	8%	1%	8%	11%[9.22 µM]	28%[10 µM]	2%
O=c1c(OC2OC(CO)C(O)C(O)C2OC2OC(CO)C(O)C(O)C2OC2OC(CO)C(O)C(O)C2O)c(-c2ccc(O)c(O)c2)oc2cc(O)cc(O)c12 (centres undefined)	.	?	2%	.	-13%[9.22 µM]	-7%[10 µM]	-14%
Cc1nc(-c2ccccc2)sc1-c1nc(-c2cccnc2)ncc1S(=O)(=O)c1ccccc1	10%[38.3 µM]	4%	5%	1%	?	-50%[inhibitor]	5%
CCCn1cnc2c(=O)oc3ccccc3c21	-1%	4%	-13%	1%	3%	10%[10 µM]	4%
Cc1cc(N2C(=O)CC(C(C)c3ccccc3)C2=O)no1 (centres undefined)	-9%	-20%	3%	-5%	-7%	36%[10 µM]	6%
CC1CCCCC1NC(=O)COC(=O)C12CC3CC(CC(Cl)(C3)C1)C2 (centres undefined)	3%	4%	-12%	4%	0%	-13%	9%
CCC(=O)Nc1ccc(NC(=O)CSc2nnc(-c3ccc(O)cc3)n2CC2CCCO2)cc1 (centres undefined)	3%	-8%	-4%	3%	-12%[9.22 µM]	-2%[10 µM]	-10%
O=C1CN(C(=O)COC(=O)c2ccc(N3CCCCCC3)c([N+](=O)[O-])c2)c2ccccc2N1	.	1%	0%	-4%	?	8%[10 µM]	.
N#Cc1c(-c2ccccc2)ccn(Cc2ccc(Cl)cc2)c1=O	14%[38.3 µM]	6%	-4%	5%	-13%	-6%	-13%
N#Cc1c(/N=C/N2CCOCC2)sc2c1CCCCC2	-19%[38.3 µM]	4%	-11%	-6%	-15%	-11%	8%
COc1ccc(-c2nnc(SCC(=O)Nc3sc4c(c3C#N)CCCC4)n2-c2ccccc2)cc1	14%	4%	-9%	2%	4%	4%[10 µM]	4%
Cc1csc(SCC(=O)Nc2cccc(S(=O)(=O)N3CCOCC3)c2)n1	-1%	1%	6%	-6%	19%	.	4%
Cc1ncsc1C(=O)Nc1nc2c(s1)CCCC2	-7%[38.3 µM]	-13%	-9%	-13%	-2%	-56%[inhibitor][10 µM]	2%
COc1ccccc1C(=O)Nc1ccc2c(c1)nc(CN1CCCCC1)n2C	22%	-14%	-9%	-11%	10%	-54%[inhibitor]	18%
COc1cc(C)nc(-c2csc(C)n2)n1	.	3%	-2%	-9%	-16%[9.22 µM]	3%[10 µM]	0%
CC(=O)c1ccc(NC(=O)CSc2ccc3nnc(-c4cccnc4)n3n2)cc1	2%	1%	2%	5%	-3%	?	-9%
Cn1c(=O)n(C)c2cc(NC(=O)C(F)(F)F)ccc21	22%[38.3 µM]	-1%	-5%	?	-5%	-23%	4%
CN1C[C@@H]2C(c3ccc(Cl)nc3)C3(c4cccnc4)CC2(C3)[C@H]1c1ccccc1 (some centres undefined)	-7%	6%	-4%&0%	.	-2%[9.22 µM]	-34%	5%&0%
COc1cc(NS(=O)(=O)c2ccc(NC(=S)NC(=O)c3sc4cc(F)ccc4c3Cl)cc2)nc(OC)n1	-14%	-6%	-2%	1%	?	0%[10 µM]	4%

Ordered by count of non-hydrogen atoms (descending): ten of the compounds above.
SMILES	IMPase Li inh	GAA glycogen	aGlu spleen mod	GAA inh	HTT aggregate	HTT cytoprotect	GoLoco inh red
COc1ccc(-c2nnc(SCC(=O)Nc3sc4c(c3C#N)CCCC4)n2-c2ccccc2)cc1	14%	4%	-9%	2%	4%	4%[10 µM]	4%
CCC(=O)Nc1ccc(NC(=O)CSc2nnc(-c3ccc(O)cc3)n2CC2CCCO2)cc1 (centres undefined)	3%	-8%	-4%	3%	-12%[9.22 µM]	-2%[10 µM]	-10%
O=C1CN(C(=O)COC(=O)c2ccc(N3CCCCCC3)c([N+](=O)[O-])c2)c2ccccc2N1	.	1%	0%	-4%	?	8%[10 µM]	.
CN1C[C@@H]2C(c3ccc(Cl)nc3)C3(c4cccnc4)CC2(C3)[C@H]1c1ccccc1 (some centres undefined)	-7%	6%	-4%&0%	.	-2%[9.22 µM]	-34%	5%&0%
COc1ccccc1C(=O)Nc1ccc2c(c1)nc(CN1CCCCC1)n2C	22%	-14%	-9%	-11%	10%	-54%[inhibitor]	18%
Cc1csc(SCC(=O)Nc2cccc(S(=O)(=O)N3CCOCC3)c2)n1	-1%	1%	6%	-6%	19%	.	4%
N#Cc1c(-c2ccccc2)ccn(Cc2ccc(Cl)cc2)c1=O	14%[38.3 µM]	6%	-4%	5%	-13%	-6%	-13%
Cn1c(=O)n(C)c2cc(NC(=O)C(F)(F)F)ccc21	22%[38.3 µM]	-1%	-5%	?	-5%	-23%	4%
Cc1ncsc1C(=O)Nc1nc2c(s1)CCCC2	-7%[38.3 µM]	-13%	-9%	-13%	-2%	-56%[inhibitor][10 µM]	2%
COc1cc(C)nc(-c2csc(C)n2)n1	.	3%	-2%	-9%	-16%[9.22 µM]	3%[10 µM]	0%

Already shown: entries from further up.
SMILES	IMPase Li inh	GAA glycogen	aGlu spleen mod	GAA inh	HTT aggregate	HTT cytoprotect	GoLoco inh red
CN1C[C@@H]2C(c3ccc(Cl)nc3)C3(c4cccnc4)CC2(C3)[C@H]1c1ccccc1 (some centres undefined)	-7%	6%	-4%&0%	.	-2%[9.22 µM]	-34%	5%&0%
COc1cc(NS(=O)(=O)c2ccc(NC(=S)NC(=O)c3sc4cc(F)ccc4c3Cl)cc2)nc(OC)n1	-14%	-6%	-2%	1%	?	0%[10 µM]	4%
